Insulin prom inh = TRM-6 insulin promoter activity inhibition; TRM-6 cells (human fetal islet line), insulin promoter-eGFP reporter, imaging; reporter expression induced with tamoxifen; inhibition, % at 2 µM; 130,000 compounds, 0.9% hits;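 active means inhibition above the mean plus 3 SD, with well images judged a real hit on visual review, cut at about 60% in these data, passing the limit was not always enough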
sdo1 growth = sdo1-depleted yeast growth rescue; z-score at 10 µM; 140,000 compounds, 0.21% hits; S. cerevisiae sdo1-depleted JHY4D growth rescue, OD600 30 h; stronger effect = higher value; pdr5 snq2 efflux-pump mutant strain; AID 817;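 active means z-score above 3 at both the 24 hr and the 30 hr optical density reads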;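 further: z-score against mean and SD of all compound wells on the same plate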
sdo1 growth Rescue 24 h = recorded beside sdo1 growth, whose call it bears; z-score; S. cerevisiae sdo1-depleted JHY4D growth rescue, OD600; measured here: growth rescue at 24 h;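 0 is the plate mean of compound wells and units are plate SD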
* = called active by the depositor; · = not tested or not shown; & = joins results of further samples. The list is partial, so the mix of outcomes need not match the whole.

Structure	Insulin prom inh	sdo1 growth	sdo1 growth Rescue 24 h
CCN1C(=O)c2cccc3c(S(=O)(=O)NC(Cc4c[nH]c5ccccc45)C(=O)O)ccc1c23 (configuration not stated)	9	0.45	-0.33
Cc1cc(NC2C3CC4CC(C3)CC2C4)n2ncnc2n1 (configuration not stated)	·	0.24	0.35
CCOC(=O)COn1c(=O)c(-c2ccc(OC)c(OC)c2)[n+]([O-])c2ccccc21	0	1	1
COc1ccc(CCNC(=O)C2CCCN(Cc3nc(-c4cccc(Cl)c4)oc3C)C2)cc1OC (configuration not stated)	-93	-1.6	-1.4
NC(=O)c1cc(N)ccc1N1CCCC1	·	0.73	0.33
Cc1cc(C)c(NC(=O)c2cc(C(=O)O)ccc2C(=O)O)c([N+](=O)[O-])c1	13	·	·
CC1SCCN1S(=O)(=O)c1ccc2ccccc2c1 (configuration not stated)	-50	-0.32	-1.1
Brc1ccc2c(c1)C(c1cccnc1)=NNC(c1cccs1)=N2	28	-0.99	-0.64
O=C(CCc1ccccc1)NNC(=O)c1ccc(F)cc1	7	·	·
O=C(Nc1nc(-c2cccs2)cs1)c1cc2ccccc2oc1=O	·	-1.6	-1
CCOC(=O)c1c(CN2CCOCC2)n(C)c2cc(Br)c(O)c(CN(C)C)c12	-37	0.72&0.86	0.74&1.2
CCCC(C(=O)NCC1CCCO1)N(Cc1ccco1)C(=O)CNS(=O)(=O)c1ccc(F)cc1 (configuration not stated)	·	0.22	0.19
Cc1nc2ccc([N+](=O)[O-])cc2[nH]1	64	·	·
COc1ccc2c(C)c(C(=O)NCC(C)O)oc2c1OC (configuration not stated)	-50	0.82	0.53
Cc1noc(C)c1S(=O)(=O)N1CCC(Cc2ccccc2)CC1	·	-0.11	-0.59
COc1ccc(/C=N\NC(=O)CCN2CCN(c3ccccc3)CC2)cc1OC	·	0.86	0.32
O=C(Nc1ccon1)c1cnc2sccn2c1=O	·	0.3	-0.51
COC(=O)c1cccc(NC(=O)CN2CCOCC2)c1	·	0.1	-0.52
CN1CCN(c2nc(-c3ccccc3)cc(C(F)(F)F)n2)CC1	17	-1.2	-0.08
OC(COCC1COc2ccccc2O1)CN1CCc2ccccc2C1 (configuration not stated)	-55	0.33	0.03
CC1CCc2c(sc3ncnc(NS(=O)(=O)c4cccs4)c23)C1 (configuration not stated)	44	·	·
O=C(NC(=O)c1ccc(Cl)c(Cl)c1)OC1CCS(=O)(=O)C1 (configuration not stated)	-181	0.17	-0.44
COC(=O)/C(C#N)=C1/C=Cc2ccccc2N1	-18	·	·
Cc1ccc(S(=O)(=O)NCc2nnc(SCC(=O)Nc3cccc(C)c3C)n2C)cc1	-34	0.71	0.74
Cc1ccnc(SCC(=O)N2CCN(c3ccccc3)CC2)n1	14	0.27	0.08
CC(C)Oc1ccc(C(=O)Nc2ccc([N+](=O)[O-])cc2)cc1	18	·	·
O=C(N/N=C1\CCCc2ccccc21)c1cccc([N+](=O)[O-])c1	14	-0.38	-0.36
COCCCNC(=S)N1CCC(C(=O)c2ccc3c(c2)OCCO3)CC1	21	·	·
O=C(NCc1cccnc1)C1CCCN(S(=O)(=O)c2cccc3nsnc23)C1 (configuration not stated)	43	0.77	0.29
NC(=O)c1nn(-c2ccc(Cl)cc2Cl)c(=O)cc1O	15	·	·
COc1ccc2[nH]c3nc(SCC(=O)Nc4ccc5c(c4)OCO5)nnc3c2c1	·	-1.7	1.3
Cc1cc(C)cc(OCC(=O)Nc2ccc3c(c2)OCCO3)c1	-7	·	·
COC(=O)c1ccccc1NC(=O)C/C(C)=N/NC(=O)CC#N	71*	·	·
Cc1ccc(-c2nnc(COc3cccc(-n4cnnn4)c3)o2)cc1	·	1.1	1
COc1cc(C2=NOC(C(=O)Nc3cccnc3)C2)cc(OC)c1OC (configuration not stated)	17	·	·
O=C(Cn1ccc(=O)[nH]c1=O)NCCO	0	·	·
COc1ccc(S(=O)(=O)NCc2ccc(C(=O)N3CCc4ccccc4C3)cc2)cc1	23	-0.03	0.72
COc1ccc(C(=O)Nc2ccccc2C(=O)NC(Cc2ccc(O)cc2)C(=O)NNC(=O)c2ccc(C)cc2)cc1 (configuration not stated)	·	-0.6	-0.28
Cc1ccc(S(=O)(=O)N2CCOCC2)cc1NC(=O)CSc1cccc[n+]1[O-]	·	1.3	1.1
COC(=O)/C=C1\N/C(=N\c2nc(C)cc(C)n2)N(c2ccc(C)c(C)c2)C1=O	60	0.21	0.76
O=S(=O)(NC1=NCCCCC1)c1cccs1	27	0.31	-0.78
C=C1C(C(=O)N2CCOCC2)C1C(=O)N1CCOCC1 (configuration not stated)	0	1.1	0.65
CCOC(=O)c1cc(-c2ccc(OC(F)F)cc2)nc2nc(SC)[nH]c(=O)c12	·	-0.84	-0.14
COc1ccc(C(=O)NCc2nnc(SCC(=O)Nc3cc(C)on3)o2)cc1OC	21	·	·
O=C(CN1CCCC1)Nc1ccc([N+](=O)[O-])cc1Cl	14	·	·
Cc1cccc2sc(NC(=O)c3cc(S(=O)(=O)N(C)C)ccc3N3CCCC3)nc12	28	·	·
CC1C(C#N)=C(N)OC2=C1C(=O)CC(C)(C)C2 (configuration not stated)	·	-0.11	-0.45
COc1ccc2c(c1)CCC/C2=N\NC(=O)c1ccoc1C	-10	1.1	0.96
COc1cccc(C(=O)N(C)c2nnc(-c3ccncc3)s2)c1	-25	-0.49	-0.63
CCOC(=O)N1CCN(C(=O)c2oc3ccc(S(=O)(=O)N4CCCCCC4)cc3c2C)CC1	-5	-0.34	-0.81
CC(C)C(c1nnnn1Cc1ccccc1)N1CCN(Cc2ccc3c(c2)OCO3)CC1 (configuration not stated)	·	-1.1	-1.5
CCOC(=O)C1CCN(Cc2coc3ccc(Cl)cc3c2=O)CC1	32	-0.4	-1
CCc1c(C)nc(N)n2c(SCC(=O)N3CCCc4ccccc43)nnc12	55	0.47	0.25
Cc1ccc2c(c1)c1ncnc(N3CCN(c4ccccc4)CC3)c1n2C	30	-1.9	-1.4
CCCc1[nH]nc2c1C(C1CCCCC1)C(C#N)=C(N)O2 (configuration not stated)	·	-0.13	0.35
Cc1c(C(=O)OC(C)C)sc(NC(=O)c2cccnc2)c1C#N	·	-0.41	-1.3
Cc1ccc(-n2c(C)cc(C(=O)COC(=O)c3ccc[nH]c3=O)c2C)cc1	7	-0.04	-0.37
O=C(CC(=O)NC1CCCCC1)N/N=C/c1ccc(Cl)cc1	58	0.59	-0.02
COc1ccc(C(CC(=O)c2ccccc2)S(=O)(=O)c2ccccc2)cc1 (configuration not stated)	47	-0.06	-0.72
CCn1c(CCNC(=O)c2cccs2)n[nH]c1=S	-23	-0.06	-0.44

Next entries follow:
Structure	Insulin prom inh	sdo1 growth	sdo1 growth Rescue 24 h
CCOC(=O)C1CCN(C(=O)c2cc(S(=O)(=O)N3CCOCC3)c(Cl)cc2Cl)CC1	·	0.08	0.8
Cc1c(NC(=O)CSc2ccc(Cl)cc2)cccc1-c1nc2cc(Cl)ccc2o1	·	-1.4	-0.52
CC1Cc2ccccc2N1C(=O)CSc1nnnn1C(C)C (configuration not stated)	-34	0.66	-0.03
c1ccc(-c2noc(-c3ccc4c(c3)OCO4)n2)cc1	47	·	·
O=C(COc1ccccc1)N/N=C/c1cc2c(cc1[N+](=O)[O-])OCO2	-500	0.55	1.2
Cc1oc2c(c1C(=O)O)C(=O)c1ccccc1C2=O	-16	·	·
Cc1occc1-c1nnc(SCC(=O)c2ccc(Cl)cc2)n1C	28	-0.45	-0.51
N#Cc1nc(COc2cccc(Cl)c2)oc1NCc1ccncc1	10	0.91	1.5
O=C(CCC1CCCCC1)Nc1c[nH]c(=O)[nH]c1=O	·	1.1	1.4
Nc1nc(-c2ccco2)nn1C(=O)c1ccccc1	54	0.11&-0.94	0.31&-0.98
N#CC1=C(N)Oc2cc3c(cc2C1c1ccc(Cl)cc1)OCO3 (configuration not stated)	-160	-2.8	-1.9
Cc1cccc(NC(=O)c2ccc(N(C)C3CCCCC3)c([N+](=O)[O-])c2)n1	·	-0.81	0.02
CC(C)(C)C1CCC(=NNc2ccc(S(N)(=O)=O)cc2[N+](=O)[O-])CC1 (configuration not stated)	-21	-1.1	-0.64
O=C(CN(Cc1ccccc1)C1=NCCS1)c1ccc(Cl)cc1	·	0.27	-0.45
O=C(CCn1c(=O)oc2ccccc21)N1CCN(c2ccccc2F)CC1	·	-0.02	-0.08
O=C1c2ccccc2C(=O)N1CC1CCCO1 (configuration not stated)	57	1.1	1.6
Cc1ccc(NC(=O)c2ccc3ccccc3n2)cc1S(=O)(=O)N1CCOCC1	-36	·	·
CCCC(c1nnnn1CS(=O)(=O)c1ccc(C)cc1)N1CCN(c2ccccc2)CC1 (configuration not stated)	-10	-1.1	1.3
C=CCc1cccc2cc(C(=O)N(CC)CC)c(=O)oc12	-46	0.74	2.2
CCOC(=O)c1cc(CC)sc1NC(=O)C1CC1	64	-0.88	-1.6
Cc1ccccc1-n1c(=O)[nH]c(=O)c2c(N)c(C(=O)c3ccc(Cl)cc3)sc21	-29	-0.59	0.67
CN(CC(=O)NCCc1ccc(Cl)cc1)S(=O)(=O)c1ccc2c(c1)c(=O)n(C)c(=O)n2C	·	-0.72	-1.2
c1ccc(CSc2nnc(-c3ccco3)c(-c3ccco3)n2)cc1	·	-1.8	-1.6
COc1ccc(CN2CCCCCC2)c(C)c1C	-319	-0.34	-0.84
Cc1cc(/C=N/NC(=O)c2cccc([N+](=O)[O-])c2)c(C)n1-c1ccccc1	21	1.5	0.86
O=C(CCc1ccccc1)NCCSc1ccccc1	-12	·	·
CCOC(=O)c1ccc(NC(=S)NNC(=O)COC)cc1	-26	-0.05	-0.4
O=C(CSc1nnc(-c2cc3ccccc3cc2O)n1Cc1ccco1)N1CCc2ccccc2C1	·	-1	-0.42
CCC(=O)N1CCN(c2c(Cl)cccc2[N+](=O)[O-])CC1	-29	-0.09	-0.31
COc1ccc(C2=NOC(C(=O)NCCCn3ccnc3)C2)cc1 (configuration not stated)	-16	-0.65	-2.1
CNC(=O)Nc1ccccc1NC(=O)NC	-5	0.54	-0.21
CCn1c(SCC(=O)NNC(=O)c2ccc(C)cc2)nnc1-c1ccncc1	-65	·	·

Among those listed so far, these have an aryl thioether with sulfur outside any ring.
Structure	Insulin prom inh	sdo1 growth	sdo1 growth Rescue 24 h
Cc1ccc(S(=O)(=O)NCc2nnc(SCC(=O)Nc3cccc(C)c3C)n2C)cc1	-34	0.71	0.74
Cc1ccnc(SCC(=O)N2CCN(c3ccccc3)CC2)n1	14	0.27	0.08
COc1ccc2[nH]c3nc(SCC(=O)Nc4ccc5c(c4)OCO5)nnc3c2c1	·	-1.7	1.3
Cc1ccc(S(=O)(=O)N2CCOCC2)cc1NC(=O)CSc1cccc[n+]1[O-]	·	1.3	1.1
CCOC(=O)c1cc(-c2ccc(OC(F)F)cc2)nc2nc(SC)[nH]c(=O)c12	·	-0.84	-0.14
COc1ccc(C(=O)NCc2nnc(SCC(=O)Nc3cc(C)on3)o2)cc1OC	21	·	·
CCc1c(C)nc(N)n2c(SCC(=O)N3CCCc4ccccc43)nnc12	55	0.47	0.25
Cc1c(NC(=O)CSc2ccc(Cl)cc2)cccc1-c1nc2cc(Cl)ccc2o1	·	-1.4	-0.52
CC1Cc2ccccc2N1C(=O)CSc1nnnn1C(C)C (configuration not stated)	-34	0.66	-0.03
Cc1occc1-c1nnc(SCC(=O)c2ccc(Cl)cc2)n1C	28	-0.45	-0.51
c1ccc(CSc2nnc(-c3ccco3)c(-c3ccco3)n2)cc1	·	-1.8	-1.6
O=C(CCc1ccccc1)NCCSc1ccccc1	-12	·	·
O=C(CSc1nnc(-c2cc3ccccc3cc2O)n1Cc1ccco1)N1CCc2ccccc2C1	·	-1	-0.42
CCn1c(SCC(=O)NNC(=O)c2ccc(C)cc2)nnc1-c1ccncc1	-65	·	·
